RGS4 inhibitor = Inhibitors of Regulator of G Protein Signaling (RGS) 4: qHTS; Potency, µM (highest dose often 114 µM), for the others: at the highest dose activity change, negative = inhibition, most hits filed as inhibitors; 0.039% of 390,000 active; Regulator of G-protein signaling 4 (Homo sapiens), P49798; AID 504845, 2011; Transcreener GDP fluorescence polarization, RGS4-accelerated GTP hydrolysis; also: potency is read from the fitted curve at half-maximal effect; % is scaled to controls: 0 for no effect and ±100 for the full control effect; nearly all actives have a fitted effect of over 75% in size; some results filed as inactive show a strong effect at the top dose
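MLSMR compounds (23 nl, pin-transferred) preincubated 10 min at room temperature with a 500nM (2x) first reagent, then RGS4 at 900nM (2x) plus Transcreener GDP mix added; fluorescence polarization (620/688 nm) read before and after 90 min at 30 °C.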
PI4K2A inh = qHTS for small molecular inhibitors of PI4K2A; purified PI4K2A, ADP-Glo luminescence, 1 h; hits give low values; AID 1346378, 2018; 0.13% of 420,000 active; activity change, negative = inhibition, % at 76.9 µM; Phosphatidylinositol 4-kinase type 2-alpha (Homo sapiens), Q9BTU6; in the data active = activity change below about -50%; inconclusive = mostly about -30% to -49%;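 also: -100% = wells without enzyme as full effect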
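PI4K2A activity was measured by ADP-Glo luminescence: enzyme (4 ug/mL stock) and phosphatidylinositol (1.2 mM stock) in Tris pH 7.5/MgCl2/EGTA/Triton X-100 buffer were reacted with ATP (300 microM stock) for one hour at ambient temperature.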
BAZ2B inh = qHTS Assay for Inhibitors of BAZ2B; AID 504333, 2011; Bromodomain adjacent to zinc finger domain protein 2B (Homo sapiens), Q9UIF8; Potency, µM (doses to about 114 µM), for inactives: at the top dose activity change, negative = inhibition, actives largely listed as inhibitors; 4.4% of 360,000 active; AlphaScreen BAZ2B-H3K14Ac peptide displacement; also: potency is read from the fitted curve at half-maximal effect; % is scaled to controls: 0 for no effect and ±100 for the full control effect; nearly all actives have a fitted effect of over 60% in size
Target sequence (Q9UIF8 whole entry, looked up, the tested form may be a part): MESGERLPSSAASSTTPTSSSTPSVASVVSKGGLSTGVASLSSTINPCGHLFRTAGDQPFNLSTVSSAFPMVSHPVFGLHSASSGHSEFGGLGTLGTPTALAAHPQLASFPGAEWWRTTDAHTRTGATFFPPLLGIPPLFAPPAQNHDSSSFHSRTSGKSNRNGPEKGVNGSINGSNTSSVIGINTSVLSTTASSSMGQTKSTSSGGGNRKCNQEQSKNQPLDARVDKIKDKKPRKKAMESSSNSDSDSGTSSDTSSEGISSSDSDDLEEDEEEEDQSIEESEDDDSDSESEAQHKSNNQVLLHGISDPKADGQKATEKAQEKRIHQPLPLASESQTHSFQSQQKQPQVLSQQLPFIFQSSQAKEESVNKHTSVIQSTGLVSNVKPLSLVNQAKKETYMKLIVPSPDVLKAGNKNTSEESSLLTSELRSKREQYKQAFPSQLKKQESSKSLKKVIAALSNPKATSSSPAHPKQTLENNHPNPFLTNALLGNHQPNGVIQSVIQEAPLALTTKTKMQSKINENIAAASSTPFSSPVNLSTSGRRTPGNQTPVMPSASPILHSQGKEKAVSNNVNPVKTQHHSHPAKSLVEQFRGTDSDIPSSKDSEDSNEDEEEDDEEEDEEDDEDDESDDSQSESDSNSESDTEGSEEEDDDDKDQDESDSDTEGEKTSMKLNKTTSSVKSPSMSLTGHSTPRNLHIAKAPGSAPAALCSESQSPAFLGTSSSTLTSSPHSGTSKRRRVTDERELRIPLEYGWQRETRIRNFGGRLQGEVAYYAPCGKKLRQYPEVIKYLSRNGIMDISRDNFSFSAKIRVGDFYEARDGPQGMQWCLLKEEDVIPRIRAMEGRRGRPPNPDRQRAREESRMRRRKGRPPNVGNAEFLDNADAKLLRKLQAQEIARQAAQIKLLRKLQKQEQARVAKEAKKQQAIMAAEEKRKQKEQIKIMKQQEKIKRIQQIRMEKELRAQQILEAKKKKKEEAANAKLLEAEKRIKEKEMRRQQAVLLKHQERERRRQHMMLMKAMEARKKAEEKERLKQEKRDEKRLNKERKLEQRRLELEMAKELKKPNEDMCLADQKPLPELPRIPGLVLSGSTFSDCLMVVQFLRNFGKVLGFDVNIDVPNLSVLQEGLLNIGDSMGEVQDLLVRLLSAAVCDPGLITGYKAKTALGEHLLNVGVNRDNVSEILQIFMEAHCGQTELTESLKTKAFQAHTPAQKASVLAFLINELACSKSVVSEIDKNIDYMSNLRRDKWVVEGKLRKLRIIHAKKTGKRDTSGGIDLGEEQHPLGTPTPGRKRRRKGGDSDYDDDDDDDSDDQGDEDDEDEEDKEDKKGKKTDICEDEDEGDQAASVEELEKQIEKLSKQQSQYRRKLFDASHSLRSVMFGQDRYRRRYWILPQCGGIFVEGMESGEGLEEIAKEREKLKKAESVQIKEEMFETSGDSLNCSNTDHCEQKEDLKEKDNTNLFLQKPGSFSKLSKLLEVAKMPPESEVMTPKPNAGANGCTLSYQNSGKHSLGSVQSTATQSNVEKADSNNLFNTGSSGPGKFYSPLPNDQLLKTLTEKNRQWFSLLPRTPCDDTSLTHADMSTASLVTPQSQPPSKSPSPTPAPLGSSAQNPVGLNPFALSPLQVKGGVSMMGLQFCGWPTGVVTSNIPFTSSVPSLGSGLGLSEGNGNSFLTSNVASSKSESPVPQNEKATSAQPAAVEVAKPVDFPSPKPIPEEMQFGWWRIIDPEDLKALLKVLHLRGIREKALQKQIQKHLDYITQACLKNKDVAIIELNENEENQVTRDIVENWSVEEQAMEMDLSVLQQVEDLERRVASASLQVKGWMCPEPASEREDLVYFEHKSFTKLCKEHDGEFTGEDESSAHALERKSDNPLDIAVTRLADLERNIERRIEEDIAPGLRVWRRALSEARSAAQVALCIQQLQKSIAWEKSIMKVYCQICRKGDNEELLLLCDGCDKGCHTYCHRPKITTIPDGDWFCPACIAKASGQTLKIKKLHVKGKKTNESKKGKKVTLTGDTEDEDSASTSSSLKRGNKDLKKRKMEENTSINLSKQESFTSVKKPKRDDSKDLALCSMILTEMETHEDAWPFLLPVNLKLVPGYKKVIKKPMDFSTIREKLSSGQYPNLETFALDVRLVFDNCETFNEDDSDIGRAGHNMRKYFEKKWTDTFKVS
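AlphaScreen displacement of biotin-H3(5-23)K14Ac peptide (50 nM final) from BAZ2B (50 nM final) in PBS pH 7.4, 0.01% Tween-20; complex preformed 30 min RT, then compounds (top 110 uM) 30 min RT, beads 20 min dark.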
ERG Ets-DNA blk = qHTS for Small Molecule Inhibitors of the ERG Ets/DNA interaction | Transcriptional regulator ERG (Homo sapiens), P11308 | fluorescence polarization, His-ERG Ets domain / labelled DNA | Potency, µM (doses to about 76.9 µM), for the others: at the highest dose FP activity, negative = inhibition, actives largely listed as inhibitors | 0.028% of 370,000 active | AID 624246, 2012; active = well fitted inhibition curve with a large enough effect in the polarisation, with a control signal flat; inconclusive = small, poorly fitted or top-dose-only effect, or effect the other way, or a change in a side signal; inactive = no such curve, though single readings can be large or run the other way; the % refers to the polarisation;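 also: polarization taken with two DNA probes labelled with fluorescein and Texas red; potency is read from the fitted curve at half-maximal effect; % of control where 0% means no effect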
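His-tagged ERG Ets domain (1 uM in the protein solution; 300mM KCl, 50mM Tris-HCl, 1mM EDTA, 1mM DTT, pH 7.5) received compound, then a probe mix of 5 nM fluorescein-DNA and 100nM Texas-615-DNA. Fluorescence polarization was read for both dyes.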
GLS inhibitor = qHTS for Inhibitors of Glutaminase (GLS). GLS enzymatic activity, qHTS titration. 0.21% of 410,000 active. Potency, µM (doses to about 45.5 µM), inactives show at the top dose activity change, negative = inhibition, most hits filed as inhibitors. Glutaminase kidney isoform, mitochondrial (Homo sapiens), O94925. AID 624170, 2012; also: potency is read from the fitted curve at half-maximal effect; % is scaled to controls: 0 for no effect and ±100 for the full control effect
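hKGA in 45 mM KH2PO4 pH 8.2, 0.02% Tween-20 with pin-transferred compounds; 1 mM L-glutamine (stock) plus glutamate oxidase/HRP/Amplex Red coupling added. Fluorescence read initially and after 30 min at RT.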
G9a inh = qHTS Assay for Inhibitors of Histone Lysine Methyltransferase G9a | Histone-lysine N-methyltransferase EHMT2 (Homo sapiens), Q96KQ7 | G9a H3K9 monomethylation, AlphaScreen, 2 h | Potency, µM (titrated, usually from 102 µM), for inactives: top-dose activity, negative = inhibition, most hits filed as inhibitors | 8.8% of 350,000 active | AID 504332, 2011; also: potency is read from the fitted curve at half-maximal effect; % is scaled to controls: 0 for no effect and ±100 for the full control effect; nearly all actives have a fitted effect of over 75% in size
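Compounds were preincubated with 20 nM G9a for 15 min, after which biotinylated H3K9 peptide (500 nM) and SAM (20 uM) started a 2 h room-temperature reaction. Monomethylated product was quantified by antibody-based AlphaScreen chemiluminescence.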
HP1b chromo inh = HTS for Inhibitors of HP1-beta Chromodomain Interactions with Methylated Histone Tails | Chromobox protein homolog 1 (Homo sapiens), P83916 | AlphaScreen HP1-beta / biotin-H3K9me3 peptide binding | Potency, µM (highest dose often 114 µM), without a hit: at the highest dose activity change, negative = inhibition, actives largely listed as inhibitors | 0.56% of 390,000 active | AID 540317, 2011; also: potency is read from the fitted curve at half-maximal effect; nearly all actives have a fitted effect of over 70% in size; inactives centre near 23
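HP1-beta protein (50 nM final) preincubated 30 min at room temperature with biotinylated H3(1-18)K9me3 peptide (50 nM) in PBS pH 7.4, 0.01% Tween-20, then compound added for 30 min. AlphaScreen streptavidin donor/nickel chelate acceptor beads (10 ug/mL final), 30 min dark, luminescence read.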
ALOX12 inh = Primary qHTS assay for inhibitors of human arachidonate 12S-lipoxygenase (ALOX12): Round 2; 1.1% of 580,000 active; Polyunsaturated fatty acid lipoxygenase ALOX12 (Homo sapiens), P18054; purified 12hLO, xylenol orange hydroperoxide absorbance; Potency, µM (series often up to 108 µM), inactives show at the top dose activity change, negative = inhibition, actives largely listed as inhibitors; also: potency is read from the fitted curve at half-maximal effect; % is scaled to controls: 0 for no effect and ±100 for the full control effect
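Purified human 12hLO at 150 nM in 25 mM Hepes, 0.01% Triton X-100, pH 7.0, preincubated 15 min at room temperature with compound. Reaction started with 40 uM arachidonic acid, 30 min at room temperature. Hydroperoxide measured by Fe-xylenol orange, 573/405 nm absorbance ratio.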
JMJD2A Tudor = qHTS Assay for Inhibitors of JMJD2A-Tudor Domain | Lysine-specific demethylase 4A (Homo sapiens), O75164 | AlphaScreen JMJD2A-Tudor / H3K4me3 peptide binding | Potency, µM (titrated, usually from 114 µM), for inactives: at the top dose activity change, negative = inhibition, actives largely listed as inhibitors | 4.4% of 390,000 active | AID 504339, 2011; also: potency is read from the fitted curve at half-maximal effect; % is scaled to controls: 0 for no effect and ±100 for the full control effect; nearly all actives have a fitted effect of over 50% in size
* = called active by the depositor; ? = inconclusive; nt = not tested or not shown; & = joins results of further samples; [ ] = dose if it differs, or a comment. Unless noted, calls follow the shape of the dose curve; as a rule, active = well fitted curve in the direction sought with a large enough effect; inconclusive = small, poorly fitted or top-dose-only effect, or another doubt; inactive = no such curve, though single readings can be large; an effect the other way counts as inactive or inconclusive.

The line under a structure holds: RGS4 inhibitor	PI4K2A inh	BAZ2B inh	ERG Ets-DNA blk	GLS inhibitor	G9a inh	HP1b chromo inh	ALOX12 inh	JMJD2A Tudor
CN(CCCCCCCCCCN(C)C(=O)Oc1cccc([N+](C)(C)C)c1)C(=O)Oc1cccc([N+](C)(C)C)c1
 : -22%	0	-27%	7%	4%	0%[12.7 µM]	21%	-1%	-29%
Cc1nnc(N=c2ssnc2Cl)o1
 : -118%	-23	?	13%	?	3%[0.501 µM]	?	3.2µM*	45µM*
Cc1nc(NCC(c2ccccc2)N(C)C)c2c(C)c(C)sc2n1 (configuration not stated)
 : 1%	-1	-23%	1%	-9%	-10%	-4%	0%	-19%
O=C(NCc1cccnc1)c1ccccc1NS(=O)(=O)c1ccccc1
 : 6%	-4	-3%	3%	0%	5%	17%	-1%	-19%
CNc1nc(Sc2ccc(C)cc2)cc(C(F)(F)F)n1
 : 50%	-1	17%	-3%	17%	22%[59 µM]	85%	-13%	20%
CCOC(=O)NN1C(=O)c2ccccc2NC1c1ccc(N(C)C)cc1 (configuration not stated)
 : 7%	-2	-8%	-4%	-10%	-48%	25%	3%	-7%
CN(C)CCCOc1cccc(Oc2ccccc2)c1
 : -24%	2	?	-3%	-8%	14µM*	?	?	56µM*
COC(=O)c1ccc(C)c(NC(=O)CCc2cc(OC)c(OC)c(OC)c2)c1
 : 4%	-3	-2%	-6%	7%	45µM*	19%	-5%	8%
OC(C#CCN1CCCC1)(c1ccccc1)c1cccc(F)c1 (configuration not stated)
 : 19%	0	-3%	-3%	23%	41%[59 µM]	?	-22%	-20%
O=C(NCCc1ccc(Cl)cc1)c1ccc2nc(N3CCOCC3)sc2c1
 : 17%	4	-31%	-7%	-14%	nt	22%	-2%	-22%
O=C1CC(c2cccnc2)c2cc3c(cc2N1)OCO3 (configuration not stated)
 : -11%	0	8%	6%	-5%	10%	31%	-16%	-9%
O=C(NCc1ccc(Cl)cc1)c1cc2cccc3c2n1CCS3
 : 5%	-11	-7%	-2%	0%	1%[59 µM]	57%[activator]	-22%	22%
CCCNC(=O)c1onc(CS(=O)(=O)c2cccc(OC)c2)c1C(=O)NCCC
 : -19%	4	1%	-10%	-5%	6%[2.33 µM]	38%	-9%	0%
COc1cccc(-c2cc(C(=O)Nc3ccc(Br)c(C)c3)[nH]n2)c1
 : 16%	2	-8%	5%	0%	-4%[59 µM]	17%	2%	-17%
COc1ccc(OC)c(CCNC(=O)c2sc3nc4n(c(=O)c3c2C)CCCC4)c1
 : 0%	-7	7%	5%	1%	-2%[59 µM]	19%	0%	-11%
Cn1nc(C(F)(F)F)c(-c2ccccc2)c1NC(=O)CSCC(=O)O
 : -12%	-1	1%	-2%	12%	nt	13%	-11%	-12%
CC1CCCN(C(=O)c2ccccc2OC2CCN(S(C)(=O)=O)CC2)C1 (configuration not stated)
 : 15%	-3	4%	-7%	0%	16%[0.501 µM]	37%	1%	-6%
Cc1ccc(S(=O)(=O)NNC(=O)CCC(=O)Nc2ccccc2)cc1
 : 8%	4	-4%	-1%	26%	24%[12.7 µM]	34%	11%	-5%
COc1cc(O)c(C(CCN2CCCC(C)C2)c2ccc3c(c2)OCO3)c(OC)c1 (configuration not stated)
 : 4%&-9%	2	-29%	-12%	14%	6%[12.7 µM]	-19%&7%	-25%	-36%
O=C(COc1ccccc1F)Nc1ccc(S(=O)(=O)NCc2ccco2)cc1
 : 6%	0	-31%	9%	8%	-12%	1%	22%	?
O=C(Cc1ccc(F)cc1)NCc1nc2cccnc2n1Cc1ccc(F)cc1
 : -1%	-5	4%	0%	8%	11%[59 µM]	28%[57 µM]	-10%	-13%
CC(c1ccccc1)N1C(=O)c2ccc(C(=O)Nc3ccc(Br)cc3C(=O)O)cc2C1=O (configuration not stated)
 : 27%	0	-8%	37%[activator]	5%	nt	-11%	nt	50µM*
Cc1ccc(NC(=O)C2C3C=CC(O3)C2C(=O)O)cc1C (configuration not stated)
 : -29%	-1	89µM*	-9%	-8%	3%[0.501 µM]	33%	?	-10%
CCCCc1c(C)[nH]c(=S)[nH]c1=O
 : -18%	-2	-8%	7%	-18%	-8%	42%[activator]	-9%	-9%
CCOc1ccc(NC(=O)NCc2cccnc2)cc1
 : -19%[11.4 µM]	2	1%	4%	34%[activator]	?	-8%	-3%	-14%
COC(=O)C(C)Oc1ccc2c(c1)O/C(=C\c1cccc(Br)c1)C2=O (configuration not stated)
 : -3%	-1	-26%	7%	4%	1%	0%	-2%	-35%
O=C(NCCCN1CCCC1=O)Nc1ccc([N+](=O)[O-])cc1
 : -41%	12	4%	-5%	-2%	7%	30%	3%	0%
CCn1nc(C(=O)NNC(=O)c2ccccc2OCc2c(C)noc2C)c2ccccc2c1=O
 : -1%	-1	17%	-9%	-4%	?	38%	1%	-16%
CNc1nc(SCC(=O)OC)nc(N2CCOCC2)n1
 : 22%	-6	29%	2%	6%	-31%[59 µM]	33%	0%	-11%
O=C(/C=C/c1ccccc1)NC(=S)Nc1ccccc1O
 : 0%	-2	4%	2%	-5%	-31%	3%	-8%	-26%
Cc1ccc(NC(=O)N2CCCC2C(=O)Nc2c(C)cc(C)cc2C)cc1 (configuration not stated)
 : 1%	-1	-4%	11%	-25%	-5%	7%	-18%	-4%
O=C(NC1CCCCCC1)C1CCN(S(=O)(=O)c2ccccc2)CC1
 : 5%	-6	-2%	0%	12%	15%[12.7 µM]	11%	0%	-4%
COc1ccc(S(=O)(=O)N(CC(=O)Nc2ccccc2C(=O)N2CCOCC2)c2ccc(F)cc2)cc1
 : 28%	0	-13%	-1%	-2%	?	10%	0%	-3%
O=c1oc(-c2cccs2)nc2sc3c(c12)CCC3
 : -14%	-2	5%	nt	-1%	-12%[59 µM]	12%	3%	-11%
O=C(/C=C/c1ccc(F)cc1)Nc1cc(S(=O)(=O)N2CCOCC2)ccc1N1CCCC1
 : -46%	1	-4%	2%	9%	-15%	-2%	-8%	-30%
Cc1c(Cl)c(C(=O)NC2CCCC2)nn1C
 : -25%[56.9 µM]	-2	-6%	0%	-1%	1%[59 µM]	58%[activator]	-41%	-3%[57.1 µM]
CCCc1nc(SC2CCCC2)c2c(=O)n(C)c(=O)n(C)c2n1
 : 9%	4	64%[activator]	10%	-6%	9%[59 µM]	91%[activator]	34%[activator]	60%[activator]
Cc1cc(C)cc(NC(=O)CSc2oc(-c3cccs3)nc2S(=O)(=O)c2ccc(Br)cc2)c1
 : 5%	2	3%	8%	1%	5%[59 µM]	23%	?	0%
CCOC(=O)CNc1nc(Cl)nc(Nc2ccc(OC)cc2OC)n1
 : 4%	0	-4%	11%	18%	?	71%[activator]	0%	-8%
O=C(/C=C/c1ccncc1)c1ccc2c(c1)OCCO2
 : ?	1	-37%	-13%	9%	50µM*	29%	?	-20%
CC12CN3CC(C)(CN(C1)C3c1ccc3ccccc3c1O)C2=O (configuration not stated)
 : -50%	-10	-10%	4%	-8%	1.6µM*	32%	-25%	?
CCc1cc(=O)oc2cc(C)cc(OCC(=O)N3CCC[C@@H]3C(=O)O)c12
 : 3%	-6	12%[57.1 µM]	3%	-1%	nt	35%	15%	-12%
COc1ccc(CC(=O)NCc2nnc(SCC(=O)c3ccc(OC)cc3)n2C)cc1
 : -26%	-1	-3%	-12%	2%	-26%	44%[activator]	3%	-11%
O=[N+]([O-])c1ccc(CSc2nnc3ccccn23)cc1
 : 12%	-4	-3%	-4%	-2%	?	28%	-5%	-10%
CC(C)Cn1c2c(c(O)c(C(=O)Nc3nccs3)c1=O)CCCC2
 : -23%	5	-2%	-5%	16%	0%[59 µM]	66%[activator]	1%	0%
CCOC(=O)C1=C(CN2CCN(c3ccc(OC)cc3)CC2)NC(=O)NC1c1ccc(Cl)cc1 (configuration not stated)
 : -14%	3	nt	-2%	30%	7.9µM*	?	?	13µM*
Nc1nnnn1CC(=O)OCc1cccc(Br)c1
 : -29%	6	-7%	10%	0%	-10%[12.7 µM]	8%	7%	-9%
CCOC(=O)/C=c1/s/c(=C/c2ccc3cc(OC)ccc3c2)c(=O)n1CC(=O)NCC1CCCO1 (configuration not stated)
 : 3%	-11	nt	1%	-3%	nt	-2%	-6%	-14%
O=c1c2ccccc2cnn1-c1nc2ccccc2[nH]1
 : 3%[11.4 µM]	-73*	-10%	-5%	-2%	-11%	36%	-5%	-19%

Screening data (PubChem BioAssay)

Not all compounds are listed, so the mix of outcomes need not match the whole.
